Screening data deposited in PubChem BioAssay by National Center for Advancing Translational Sciences (NCATS).
HP1b binding inh = HTS for Inhibitors of HP1-beta Chromodomain Interactions with Methylated Histone Tails; Chromobox protein homolog 1 (Homo sapiens), P83916; AlphaScreen HP1-beta / biotin-H3K9me3 peptide binding; Potency, µM (doses to about 114 µM), without a hit: at the top dose activity change, negative = inhibition, most hits filed as inhibitors; actives 0.56% (n = 390,000); AID 540317, 2011; further: potency means the concentration at half of the fitted maximal effect; nearly all actives have a fitted effect of over 70% in size; inactives centre near 23
Target sequence (P83916 whole entry, looked up): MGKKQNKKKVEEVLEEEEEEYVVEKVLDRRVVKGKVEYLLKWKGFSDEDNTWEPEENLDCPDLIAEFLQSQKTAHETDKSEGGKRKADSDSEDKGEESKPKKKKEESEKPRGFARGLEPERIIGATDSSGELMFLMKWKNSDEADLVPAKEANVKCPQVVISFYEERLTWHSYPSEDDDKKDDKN
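AlphaScreen: HP1-beta (50 nM) preformed 30 min with biotin-H3(1-18)K9me3 peptide (50 nM) in PBS pH 7.4, 0.01% Tween-20. Compound added for 30 min at RT, then streptavidin donor/nickel chelate acceptor beads (10 ug/mL) for 30 min.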
Pin1 inhibitor = qHTS Assay to Find Inhibitors of Pin1 | Peptidyl-prolyl cis-trans isomerase NIMA-interacting 1 (Homo sapiens), Q13526 | Pin1 FP peptide displacement, HiFluor488, 10 min | actives 0.009% (n = 390,000) | Potency, µM (doses to about 115 µM), without a hit: at the highest dose activity, negative = inhibition, most hits filed as inhibitors; active means well fitted inhibition curve with a large enough effect in the polarisation, with a control signal flat, not every such curve was filed as active; inconclusive means small, poorly fitted or top-dose-only effect, or effect the other way, or a change in a side signal; inactive means no such curve, though single readings can be large or run the other way; the % refers to the polarisation; further: potency means the concentration at half of the fitted maximal effect; on the % scale 0 is the no-effect control and ±100 the full control effect
Target sequence (Q13526 whole entry, looked up): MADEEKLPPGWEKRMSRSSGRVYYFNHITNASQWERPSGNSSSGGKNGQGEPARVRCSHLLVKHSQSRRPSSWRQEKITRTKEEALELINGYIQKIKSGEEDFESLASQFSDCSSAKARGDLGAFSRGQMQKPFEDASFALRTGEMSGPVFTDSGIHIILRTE
G9a inh = qHTS Assay for Inhibitors of Histone Lysine Methyltransferase G9a | actives 8.8% (n = 350,000) | AID 504332, 2011 | Potency, µM (doses to about 102 µM), for inactives: at the highest dose activity, negative = inhibition, most hits filed as inhibitors | G9a H3K9 monomethylation, AlphaScreen, 2 h; further: potency means the concentration at half of the fitted maximal effect; on the % scale 0 is the no-effect control and ±100 the full control effect; nearly all actives have a fitted effect of over 75% in size
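Readings reflect AlphaScreen signal from monomethyl-H3K9 antibody detection. HMT at 20 nM; substrate b-H3K9 500 nM; cofactor SAM 20 uM; 2 h RT reaction; compounds tested as titrations in qHTS with 15 min preincubation.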
PI4K2A block = qHTS for small molecular inhibitors of PI4K2A; activity change, negative = inhibition, % at 76.9 µM; purified PI4K2A, ADP-Glo luminescence, 1 h; active compounds read low; actives 0.13% (n = 420,000); AID 1346378, 2018; in the data active means activity change below about -50%; inconclusive means mostly about -30% to -49%;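 further: -100% = wells without enzyme as full effect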
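ADP-Glo luminescence measured ADP generated by PI4K2A enzyme (4 ug/mL before mixing) with 1.2 mM PI substrate (pre-mix) and 300 microM ATP (pre-mix). Tris pH7.5 buffer with MgCl2, Triton X-100; 1 h reaction at ambient temperature.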
ERG Ets-DNA blk = qHTS for Small Molecule Inhibitors of the ERG Ets/DNA interaction. fluorescence polarization, His-ERG Ets domain / labelled DNA. Potency, µM (top dose mostly 76.9 µM), for inactives: at the highest dose FP activity, negative = inhibition, usual class: inhibitors. actives 0.028% (n = 370,000). AID 624246, 2012; active means well fitted inhibition curve with a large enough effect in the polarisation, with a control signal flat; inconclusive means small, poorly fitted or top-dose-only effect, or effect the other way, or a change in a side signal; inactive means no such curve, though single readings can be large or run the other way; the % refers to the polarisation;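 further: polarization taken with two DNA probes labelled with fluorescein and Texas red; potency means the concentration at half of the fitted maximal effect; % of control where 0% means no effect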
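His-tagged ERG Ets domain (1 uM in the protein solution; 300mM KCl, 50mM Tris-HCl, 1mM EDTA, 1mM DTT, pH 7.5) received compound, then a probe mix of 5 nM fluorescein-DNA and 100nM Texas-615-DNA. Fluorescence polarization was read for both dyes.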
PGK inhibitor = qHTS Assay to Find Inhibitors of Phosphoglycerate Kinase. Phosphoglycerate kinase, glycosomal (Trypanosoma brucei brucei), P07378. PGK/GAPDH coupled, Kinase-Glo luminescence, 60 min. Potency, µM (series often up to 57.5 µM), for the others: at the highest dose activity change, negative = inhibition, most hits filed as inhibitors. actives 0.043% (n = 380,000); further: potency means the concentration at half of the fitted maximal effect; on the % scale 0 is the no-effect control and ±100 the full control effect; nearly all actives have a fitted effect of over 60% in size
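Recombinant glycosomal PGK reaction used 1,3-bisphosphoglycerate generated in-well by GAPDH (100nM final) in 100mM TEA pH 7.6, 5mM MgCl2, 0.01% Tween-20. After 60 minutes at room temperature, ATP was read by Kinase-Glo Plus luminescence end-point.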
BAZ2B inh = qHTS Assay for Inhibitors of BAZ2B. Bromodomain adjacent to zinc finger domain protein 2B (Homo sapiens), Q9UIF8. AlphaScreen BAZ2B-H3K14Ac peptide displacement. Potency, µM (top dose mostly 114 µM), for inactives: top-dose activity change, negative = inhibition, actives largely listed as inhibitors. actives 4.4% (n = 360,000). AID 504333, 2011; further: potency means the concentration at half of the fitted maximal effect; on the % scale 0 is the no-effect control and ±100 the full control effect; nearly all actives have a fitted effect of over 60% in size
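BAZ2B (50 nM) with biotin-H3(5-23)K14Ac peptide (50 nM) in PBS pH 7.4, 0.01% Tween-20, preformed 30 min, then compound 30 min at room temperature; top concentration 110uM. AlphaScreen streptavidin donor/nickel chelate acceptor beads (10 ug/mL final), 20 min dark, signal read.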
GLS inhibitor = qHTS for Inhibitors of Glutaminase (GLS); Potency, µM (titrated, usually from 45.5 µM), for inactives: top-dose activity change, negative = inhibition, hits mostly inhibitors; Glutaminase kidney isoform, mitochondrial (Homo sapiens), O94925; GLS enzymatic activity, qHTS titration; actives 0.21% (n = 410,000); further: potency means the concentration at half of the fitted maximal effect; on the % scale 0 is the no-effect control and ±100 the full control effect
Target sequence (O94925 whole entry, looked up, canonical isoform): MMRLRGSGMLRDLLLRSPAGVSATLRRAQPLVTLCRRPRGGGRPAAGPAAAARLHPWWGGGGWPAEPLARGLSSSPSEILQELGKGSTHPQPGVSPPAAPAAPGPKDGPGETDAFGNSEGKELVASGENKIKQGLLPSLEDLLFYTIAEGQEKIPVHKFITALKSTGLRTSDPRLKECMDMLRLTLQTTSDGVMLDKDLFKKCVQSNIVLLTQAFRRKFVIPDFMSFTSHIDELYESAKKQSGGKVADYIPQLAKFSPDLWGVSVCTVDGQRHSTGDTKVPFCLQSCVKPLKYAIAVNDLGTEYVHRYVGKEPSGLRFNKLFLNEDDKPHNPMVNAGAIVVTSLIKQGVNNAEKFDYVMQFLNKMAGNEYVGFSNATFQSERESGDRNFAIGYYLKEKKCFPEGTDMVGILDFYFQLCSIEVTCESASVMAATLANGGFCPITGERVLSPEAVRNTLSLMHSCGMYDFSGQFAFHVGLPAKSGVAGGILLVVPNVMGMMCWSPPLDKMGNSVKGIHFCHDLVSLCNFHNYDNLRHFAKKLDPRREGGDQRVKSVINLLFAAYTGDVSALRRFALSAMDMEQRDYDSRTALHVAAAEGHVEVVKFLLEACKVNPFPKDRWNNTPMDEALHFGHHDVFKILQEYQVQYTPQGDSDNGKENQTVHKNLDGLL
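Compounds were pin-transferred onto hKGA, after which L-glutamine (1 mM solution) and a detection mix of glutamate oxidase, HRP and Amplex Red were added. Initial and 30 min RT fluorescence reads were collected.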
JMJD2A Tudor inh = qHTS Assay for Inhibitors of JMJD2A-Tudor Domain | actives 4.4% (n = 390,000) | Potency, µM (doses to about 114 µM), for inactives: top-dose activity change, negative = inhibition, usual class: inhibitors | AlphaScreen JMJD2A-Tudor / H3K4me3 peptide binding; further: potency means the concentration at half of the fitted maximal effect; on the % scale 0 is the no-effect control and ±100 the full control effect; nearly all actives have a fitted effect of over 50% in size
Starred values were filed as active, the others as inactive; i = inactive; ? = inconclusive; . = no result given; & = joins results of further samples; [ ] = remark or other dose. Unless noted, the call rests on the fitted dose curve; in most records, active means well fitted curve in the direction sought with a large enough effect; inconclusive means small, poorly fitted or top-dose-only effect, or another doubt; inactive means no such curve, though single readings can be large; an effect the other way counts as inactive or inconclusive.

HP1b binding inh,Pin1 inhibitor,G9a inh,PI4K2A block,ERG Ets-DNA blk,PGK inhibitor,BAZ2B inh,GLS inhibitor,JMJD2A Tudor inh,mol
47.1%[activator],2.7%,27.9%,0.5,-5.1%,9.6%,-11.7%,-1.8%,-14.9%,Cc1ccc(-c2nc3ncccc3o2)cc1NC(=O)c1ccccc1
20.2%,11.3%,8.9%,5.1,1.3%,-2.7%,10.3%,0.5%,-12.4%,Cc1ccc(S(=O)(=O)NCC(=O)N2CCN(S(=O)(=O)c3ccc(Cl)cc3)CC2)cc1C
49.1%[activator],-1.6%,4.6%,-4.2,-1.3%,-8.0%,-3.2%,-7.0%,-16.1%,COc1ccc(Cl)cc1S(=O)(=O)N1CCCC(C(=O)NCc2ccccn2)C1 (stereo unspecified)
19.7%,-9.4%,9.7%[0.0925 µM],0.1,5.7%,4.4%,-33.9%,3.7%,-11.9%,CCCCCn1c(SCC(=O)c2ccccc2)nc2cc(C(=O)NCc3ccco3)ccc2c1=O
22.1%,-3.5%,18.5%[59 µM],7.6,0.7%,2.3%,-4.2%,7.6%,-14.8%,CCN(CCO)C(=O)CC(c1ccccc1)c1cc(Br)ccc1O (stereo unspecified)
57.1%[activator],-4.6%,16.4%,3.3,10.9%,-7.7%,3.2%,2.7%,10.2%,Cc1ccc2c(c1)C=CC(C)N2C(=O)c1ccccc1 (stereo unspecified)
24.1%,2.1%,6.9%,3.5,-1.3%,-10.4%,1.1%,13.4%,-5.0%,Cc1ccc(OC(C)C)c(CN(CCO)CCO)c1
51.7%[activator],-1.9%,-6.5%[59 µM],0.1,6.4%,-4.5%,-5.8%,-1.9%,4.1%,Cc1ccc2c(Cl)c(C)c(N3CCCC3)nc2n1
-1.7%,-1.5%,?,0.6,.,.,79.4µM*,17.3%,56.2µM*,COc1cc(C2NC(C(=O)O)Cc3c2[nH]c2ccccc32)cc(OC)c1OC (stereo unspecified)
19.5%,0.3%,.,-1.7,0.8%,1.1%,.,-12.7%,53.1%[activator],COc1ccc(CCc2ccc3ccccc3n2)cc1
-11.3%,3.6%,-2.2%[12.7 µM],-6.7,-4.3%,-1.4%,-35.0%,1.2%,-35.5%,Cc1ccc(NS(=O)(=O)c2ccc(OCC(=O)NCc3ccco3)cc2)cc1
46.0%[activator],-3.7%,-0.6%,-1.4,-2.2%,9.5%,-2.2%,3.7%,-3.8%,CCCC(C)NC(=O)c1sc2nc3n(c(=O)c2c1C)CCC3 (stereo unspecified)
38.5%,0.0%,-19.1%[59 µM],1.4,2.3%,-7.5%,4.1%,0.0%,8.5%,C=CCn1c(SCC(=O)NNC(=S)Nc2ccccc2)nnc1-c1ccccc1
40.0%[activator],4.8%,-16.3%,4.4,-5.5%,2.0%,-2.8%,5.9%,-13.3%,Cc1ccc2nsnc2c1NC(=O)Cc1ccc(Cl)cc1
-3.8%,0.5%,2.51µM*,-17.9,.,?,?,10.4%,-34.8%,CCn1cnc2cc(NCc3nc4ccccc4n3C)ccc21
-3.3%,-2.9%,15.8µM*,-2.3&-2.1,1.3%,6.8%,?,38.1%[activator],?,NC[C@@H]1O[C@H](C23CC4CC(CC(C4)C2)C3)Cc2c1ccc(O)c2O
37.5%,40.0%[activator],3.9%[59 µM],-2.1,5.4%,-7.8%,-36.1%,-4.0%,-1.5%,O=C(CSc1nncn2c1cc1occc12)Nc1ccc(F)c(Cl)c1
22.0%,3.4%,0.8%,7.4,-7.1%,-2.2%,-32.6%,4.8%,-13.7%,O=C(CCN1CCN(c2ccc(F)cc2)CC1)Nc1ccc(F)cc1
10.0%,?,20µM*,1.6,1.9%,1.0%,-27.3%,11.8%,-26.2%,COc1ccc(OC)c2sc(N(CCCN(C)C)C(=O)CCS(=O)(=O)c3ccccc3)nc12
23.1%,3.3%,.,3.3,-0.9%,5.0%,-12.2%,19.8%,-12.3%,CCC(=O)Nc1ccccc1N1CCN(c2ccc(F)cc2)CC1

Sorted by the number under ERG Ets-DNA blk (smallest number first): 3 of the compounds above
HP1b binding inh,Pin1 inhibitor,G9a inh,PI4K2A block,ERG Ets-DNA blk,PGK inhibitor,BAZ2B inh,GLS inhibitor,JMJD2A Tudor inh,mol
46.0%[activator],-3.7%,-0.6%,-1.4,-2.2%,9.5%,-2.2%,3.7%,-3.8%,CCCC(C)NC(=O)c1sc2nc3n(c(=O)c2c1C)CCC3 (stereo unspecified)
20.2%,11.3%,8.9%,5.1,1.3%,-2.7%,10.3%,0.5%,-12.4%,Cc1ccc(S(=O)(=O)NCC(=O)N2CCN(S(=O)(=O)c3ccc(Cl)cc3)CC2)cc1C
10.0%,?,20µM*,1.6,1.9%,1.0%,-27.3%,11.8%,-26.2%,COc1ccc(OC)c2sc(N(CCCN(C)C)C(=O)CCS(=O)(=O)c3ccccc3)nc12

Carrying on.
HP1b binding inh,Pin1 inhibitor,G9a inh,PI4K2A block,ERG Ets-DNA blk,PGK inhibitor,BAZ2B inh,GLS inhibitor,JMJD2A Tudor inh,mol
39.5%[activator],-1.0%,176.5%[activator][59 µM],1.8,2.6%,-1.9%,42.8%[activator],7.2%,27.7%,CCNC(=O)n1nccc1C(C)Oc1cccc(C(F)(F)F)c1 (stereo unspecified)
-4.3%,-1.6%,-32.5%,3.9,-1.1%,-7.1%,2.6%,2.1%,-16.3%,N/C(=N/S(=O)(=O)c1ccccc1)c1cccc([N+](=O)[O-])c1
3.7%,7.5%,-8.5%[59 µM],-8.8,-3.2%,-1.4%,-7.4%,6.3%,-30.1%,Cc1ccc(C)c(N(CC(=O)Nc2ccccc2C(=O)NCc2ccco2)S(=O)(=O)c2ccccc2)c1
18.2%,-1.0%,.,1.3,1.8%,8.8%,2.9%,0.0%,0.0%,COc1ccc(CCN2CC(C(=O)NCCc3cccnc3)CCC2=O)cc1 (stereo unspecified)
34.0%,12.8%,-28.9%[59 µM],0.4,-2.6%,.,-17.2%,0.3%,0.0%,CCc1ccc(NC(=O)Cn2c(C(=O)OC)cc3oc(C)cc32)cc1
10.6%,0.6%,-8.9%[59 µM],-5.3,4.9%,-13.9%,4.5%,1.4%,1.7%,O=C(NCc1ccccc1Cl)C1CCCN1S(=O)(=O)c1ccccc1F (stereo unspecified)
27.9%,0.4%,-3.0%[59 µM],-2.9,3.3%,-1.0%,2.7%,1.0%,-6.0%[11.4 µM],CN(C)n1cnc2ccsc2c1=O
36.0%,-0.4%,.,1.4,-5.7%,-0.9%,3.4%,20.3%,-0.7%,COc1ccc2c(c1)C=C(CN1CCN(C(C)C)C(CCO)C1)CO2 (stereo unspecified)
50.5%[activator],-5.3%,-5.6%[59 µM],-1.5,-8.8%,2.5%,-1.5%,11.1%,-7.9%,CS(=O)(=O)NCCSCc1ccc(Cl)cc1
3.0%,?,-10.9%,-0.1,35.1%[activator],3.3%,-8.6%,1.8%,-5.3%,N#Cc1ccsc1NC(=O)c1cccc(-n2cnnn2)c1
26.7%,-6.9%,18.1%,2.5,4.4%,-3.7%,-4.5%,-1.5%,-6.0%,CN(C)C(=O)CN1C(=O)NC2(CCc3ccccc32)C1=O (stereo unspecified)
27.0%,-5.2%,5.9%[12.7 µM],5.6,-2.0%,-5.1%,-3.0%,4.0%,-4.5%,O=C(c1ccccc1-c1nc2ccccc2[nH]1)N1CCOCC1
12.1%,-7.3%,-8.2%,2.3,8.0%,i,-1.5%,-13.3%,-14.2%,CCOC(=O)N1CCN(c2ccc(S(=O)(=O)N3CCOCC3)cc2[N+](=O)[O-])CC1
-7.1%,0.9%,?,-0.9,4.5%,-4.6%,-3.8%,0.2%,-12.4%,O=S(=O)(Nc1ccccn1)c1cccs1
23.2%,2.9%,-2.7%,-22.2,-3.2%,i,2.8%,1.5%,-4.6%,CCNC(=S)N1CCN=C1Nc1nc(C)cc(C)n1
28.1%,?,2.0%,-3.0,-0.3%,-9.8%,-2.5%,13.6%,5.5%,N#Cc1c(C(F)(F)F)cc(-c2ccc(F)cc2)[nH]c1=O
14.2%,24.6%,?,-3.3,-7.6%,-2.3%,-28.3%,12.4%,-3.5%,O=C(Nc1nnc(SCC(=O)N2CCCc3ccccc32)s1)c1ccc2ccccc2c1
42.7%[activator],-1.0%,.,2.1&2.5,-1.1%,-4.4%,.,-10.2%,-23.4%,CCOC(=O)[C@H](CCc1ccccc1)N[C@H]1CCc2ccccc2N(CC(=O)O)C1=O
-14.0%,-9.3%,.,2.0,9.2%,-11.5%,?,-26.6%,?,Oc1ccc(Br)cc1/C=N/n1c(-c2ccccc2)n[nH]c1=S
8.0%,4.8%,10.2%[59 µM],4.9,7.6%,2.8%,-0.3%,6.9%,-8.7%,CCOC(=O)C1C(=O)NC(N2CCCCC2)=NC1c1ccco1 (stereo unspecified)
31.2%,-0.2%,16.3%,4.4,-1.9%,-2.0%,-7.1%,-26.0%,-31.5%,CCN/N=C(\Cc1nc2ccccc2[nH]1)c1ccccc1
